ALOX12 inh = ALOX12 (human) lipoxygenase inhibition | purified 12hLO, xylenol orange hydroperoxide absorbance | Potency, µM (top dose mostly 108 µM), for inactives: at the top dose activity change, negative = inhibition, most hits filed as inhibitors | hit rate 1.1% among 580,000 | AID 1671190; further: potency means the concentration at half of the fitted maximal effect; on the % scale 0 is the no-effect control and ±100 the full control effect
Target sequence (P18054 whole entry, looked up): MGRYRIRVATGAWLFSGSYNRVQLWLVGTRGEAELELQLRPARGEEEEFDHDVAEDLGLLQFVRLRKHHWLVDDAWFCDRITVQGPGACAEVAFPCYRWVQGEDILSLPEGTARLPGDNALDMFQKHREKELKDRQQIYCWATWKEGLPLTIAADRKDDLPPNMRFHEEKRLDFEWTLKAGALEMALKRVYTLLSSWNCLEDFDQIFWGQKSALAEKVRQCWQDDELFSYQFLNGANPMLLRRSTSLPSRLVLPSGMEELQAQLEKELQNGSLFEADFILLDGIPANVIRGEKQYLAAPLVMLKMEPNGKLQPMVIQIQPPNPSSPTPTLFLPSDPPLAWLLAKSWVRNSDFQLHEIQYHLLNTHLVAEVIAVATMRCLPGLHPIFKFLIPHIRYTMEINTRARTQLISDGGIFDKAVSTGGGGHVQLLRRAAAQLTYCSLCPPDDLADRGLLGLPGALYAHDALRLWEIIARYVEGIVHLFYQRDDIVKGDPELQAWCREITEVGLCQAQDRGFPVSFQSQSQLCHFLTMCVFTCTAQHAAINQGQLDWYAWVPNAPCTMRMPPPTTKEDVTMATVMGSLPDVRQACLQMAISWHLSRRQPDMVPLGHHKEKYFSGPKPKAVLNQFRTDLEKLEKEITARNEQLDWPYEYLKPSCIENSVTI
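Hydroperoxide product was detected by ferrous iron/xylenol orange as the 573 to 405 nm absorbance ratio. Arachidonic acid at 40 uM (final) was turned over for 30 min at room temperature by 150 nM human 12hLO, pH 7.0 Hepes buffer, after 15 min compound preincubation.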
POLK inh = blocks human DNA polymerase kappa activity | Potency, µM (titrated, usually from 107 µM), for inactives: at the top dose activity, negative = inhibition, most hits filed as inhibitors | hit rate 0.53% among 400,000 | purified Pol kappa, fluorescent DNA synthesis assay, 10 min | AID 588579; further: potency means the concentration at half of the fitted maximal effect; on the % scale 0 is the no-effect control and ±100 the full control effect
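Activity was followed as the change in fluorescence between reads at 0 and 10 min after starting the reaction with 50 nM substrate. Beforehand, 10 nM polymerase had been preincubated with compound for 15 min at room temperature.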
POLB inh = DNA polymerase beta (human) inhibition | P06746 | Pol beta primer extension/strand displacement, fluorescence kinetic | Potency, µM (top dose mostly 114 µM), for inactives: top-dose activity change, negative = inhibition, hits mostly inhibitors | hit rate 1.3% among 340,000 | AID 485314; further: potency means the concentration at half of the fitted maximal effect; on the % scale 0 is the no-effect control and ±100 the full control effect
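10 nM enzyme + cpd, 15 min RT; start with substrate 50 nM final; read 0 min and after 10 min RT. Corrected, normalized data; 4-parameter Hill curve fit.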
Pol iota inh = DNA polymerase iota (human) inhibition | Pol iota fluorescent replication assay, 10 min | Potency, µM (doses to about 115 µM), for inactives: at the top dose activity, negative = inhibition, hits mostly inhibitors | hit rate 1% among 390,000; further: potency means the concentration at half of the fitted maximal effect
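Fluorescent replication assay read twice, at 0 min and 10 min after adding 50 nM (final) substrate. Enzyme (10 nM) and compounds were first incubated 15 min at room temperature; enzyme-free buffer wells were negative controls.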
ERG Ets-DNA blk = blocks human ERG Ets domain binding to DNA. P11308. fluorescence polarization, His-ERG Ets domain / labelled DNA. Potency, µM (top dose mostly 76.9 µM), without a hit: top-dose FP activity, negative = inhibition, hits mostly inhibitors. hit rate 0.028% among 370,000. AID 624246; active means well fitted inhibition curve with a large enough effect in the polarisation, with a control signal flat; inconclusive means small, poorly fitted or top-dose-only effect, or effect the other way, or a change in a side signal; inactive means no such curve, though single readings can be large or run the other way; the % refers to the polarisation;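 further: polarization taken with two DNA probes labelled with fluorescein and Texas red; potency means the concentration at half of the fitted maximal effect; % of control where 0% means no effect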
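His-tagged ERG Ets domain (1 uM in the protein solution; 300mM KCl, 50mM Tris-HCl, 1mM EDTA, 1mM DTT, pH 7.5) received compound, then a probe mix of 5 nM fluorescein-DNA and 100nM Texas-615-DNA. Fluorescence polarization was read for both dyes.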
BLM inh = inhibitors of human Bloom syndrome helicase BLM. P54132. recombinant BLM DNA unwinding, fluorescence dequenching. Potency, µM (titrated, usually from 56.1 µM), for the others: at the highest dose activity change, negative = inhibition, hits mostly inhibitors. hit rate 0.2% among 350,000. AID 2528;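 further: potency means the concentration at half of the fitted maximal effect; plate controls were vehicle for no effect and no enzyme for full effect; nearly all actives have a fitted effect of over 35% in size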
Anesthetic bind = candidate novel general anesthetic via apoferritin binding; apoferritin/1-aminoanthracene competitive binding, fluorescence; Potency, µM (highest dose often 77.5 µM), for the others: top-dose activity change, negative = displacement, hits mostly inhibitors; hit rate 0.074% among 350,000; further: potency means the concentration at half of the fitted maximal effect; on the % scale 0 is the no-effect control and ±100 the full control effect; nearly all actives have a fitted effect of over 20% in size
Target sequence (P02791 2-175 limits assumed): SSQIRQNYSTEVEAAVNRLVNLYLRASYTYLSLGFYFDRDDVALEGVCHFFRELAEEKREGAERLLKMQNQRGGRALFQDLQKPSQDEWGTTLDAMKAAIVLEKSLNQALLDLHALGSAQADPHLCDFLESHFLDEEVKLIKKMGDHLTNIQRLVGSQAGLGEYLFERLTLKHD
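Concentration-response curves derived by four-parameter Hill fitting of normalized fluorescence, where compounds displaced 1-AMA from 10 uM horse apoferritin following a brief 10 min room-temperature incubation; propofol titration acted as positive control.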
TRHR ag = activates the human TRH receptor. P34981. TRHR cells, calcium flux fluo-8, FDSS agonist mode. activation, % at 2 µM. hit rate 0.18% among 360,000; in the data active means activation above about 30%; further: 0% is about no effect
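In this calcium-flux screen, cells bearing human TRHR are dye-loaded with fluo-8, baselined for 10 cycles, then exposed to library compounds; positive kinetic calcium responses during the agonist phase mark hits, with TRH as control.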
APEX1 inh = APE1 (human) endonuclease inhibition | P27695 | recombinant APE1, TAMRA/BHQ-2 abasic DNA cleavage fluorescence | Potency, µM (highest dose often 65.8 µM), for inactives: at the highest dose activity change, negative = inhibition, actives largely listed as inhibitors | hit rate 0.35% among 350,000;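 further: potency means the concentration at half of the fitted maximal effect; plate controls were vehicle for no effect and reference inhibitor for full effect; nearly all actives have a fitted effect of over 55% in size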
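Substrate: short duplex with […] THF abasic site, 5'-TAMRA and 3'-BHQ-2, 50 nM final. APE1 at 0.75 nM, preincubated 15 min RT with compound. Fluorescence increase from first to third read measured activity.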
* hit, by the source's call; ? = inconclusive; . = not tested or not shown; & = joins results of further samples; [ ] = remark or other dose. Unless noted, the call rests on the fitted dose curve; in most records, active means well fitted curve in the direction sought with a large enough effect; inconclusive means small, poorly fitted or top-dose-only effect, or another doubt; inactive means no such curve, though single readings can be large; an effect the other way counts as inactive or inconclusive. The list is partial; rates above refer to the full screens.

SMILES	ALOX12 inh	POLK inh	POLB inh	Pol iota inh	ERG Ets-DNA blk	BLM inh	Anesthetic bind	TRHR ag	APEX1 inh
CCCOc1cccc(C(=O)N2CCN(C(=O)C3CCCO3)CC2)c1 (stereo not drawn)	52%[activator]	-2%	-13%	28%	-6%	-3%	-7%	-0.4	39%[activator]
COc1ccc(-c2nn(Cc3ccccc3)cc2C(=O)N2CCN(c3ncccn3)CC2)cc1	?	2%	.	22%	-9%	.	.	0.2	-14%
COc1ccc(NS(=O)(=O)c2ccc(O)c(NC(=O)c3cc4c(C)nn(-c5ccc(F)cc5)c4s3)c2)cc1	.	?	10µM*	28µM*	2%	28µM*	-20%	1.3	?
CCC(C)NC(=O)c1ccccc1NC(=O)CN(c1ccc(OC)cc1)S(C)(=O)=O (stereo not drawn)	-1%	-15%	6%	6%[58.9 µM]	-1%	-1%	-1%	-0.2	2%
Cc1cc(C)n(CCNC(=O)c2cc(COc3c(F)cccc3F)on2)n1	-8%	8%	30%	11%	-9%	-4%	-12%	0.2	9%
CCCC(=O)NNc1c2ccccc2nc2ccccc12	2%	-6%	1%	18%	3%	-5%	-6%	-0.6	1%
O=C(NC(=S)N1CCCC(O)C1)c1ccco1 (stereo not drawn)	-90%	1%	.	5%	-4%	.	.	.	7%
O=C(/C=C/Nc1cccc(O)c1)c1ccccc1	?	-4%[60.1 µM]	8%	16%	.	-8%	-2%	0.3	2%
CN(C)C(=O)COC(=O)c1ccccc1Sc1ccccc1C#N	9%	2%	4%	76%[activator]	-11%	-3%	-6%	0.3	0%
O=C(c1cccs1)N1CCC(Cc2ccccc2)CC1	0%	-5%	-6%	24%	6%	3%	7%	0.2	7%
O=c1c2ccccc2nnn1CSc1nnc(-c2ccc3c(c2)OCO3)o1	?	-6%	14%	6%	1%	2%	-17%	-0.6	-5%
Cc1ccc(S(=O)(=O)N2CCCc3cc(NC(=O)c4ccc(C(F)(F)F)cc4)ccc32)cc1	-66%	-11%[60.1 µM]	5%	12%	7%	-11%	35%[activator]	1.2	.
Nc1c(C(=O)N/N=C/c2ccc(F)cc2)oc2nc(-c3ccccc3)cc(-c3ccco3)c12	6%	-4%	32%[activator]	67%[activator]	6%	-5%	2%	0.9	-6%
O=c1[nH]c(=S)c2c(n1-c1ccccc1)CCC2	?	-9%	1%	19%	.	0%	8%	-0.3	18%
CCn1cc(C(=O)NCCc2ccccc2C)c(=O)c2ccc(C)nc21	7%	4%	1%	5%	-8%	-7%	-18%	-0.2	29%
O=C(O[C@H]1[C@H](Cc2ccccc2)NS(=O)(=O)[C@H]2C[C@@H]3C=C[C@]12O3)c1ccc([N+](=O)[O-])cc1	0%	2%&-1%	.	6%&62%	-9%	.	.	-0.1	17%
O=C(Nc1ccc(CN2CCCCC2)cc1)c1sc2ccccc2c1Cl	5%	-6%	33%	-18%	6%	54%[activator]	-11%	0.2	-1%
O=C1CC(N(CCc2ccccc2)C(=S)Nc2cc(Cl)ccc2Cl)C(=O)N1c1c(Cl)cccc1Cl (stereo not drawn)	?	-8%	27%	-10%	-2%	-23%	-3%	1.1	-5%
O=C(CSc1ncc(S(=O)(=O)c2ccc(Br)cc2)c(=O)[nH]1)NCc1ccc(Cl)cc1	-24%	4%	-1%	-16%	10%	-4%	-12%	0.2	.
Cc1cc(C)n2nc(-c3ccccc3)cc2n1	-18%	-12%	29%	57%[activator]	-7%	0%	-6%	-2.0	5%
O=C(NCCCn1ccnc1)c1ccc(NS(=O)(=O)c2ccc(Cl)c(Cl)c2)cc1	16%	-10%	.	5%	6%	.	.	-0.7	31%
Cc1cc(=O)[nH]c2ccc(Cc3ccccc3)cc12	-4%	1%	.	26%	-16%	.	.	.	.
COc1ccc(OCC(=O)N2CCN(C(=O)c3cccc4ccccc34)CC2)cc1	-6%	-5%	2%	14%	-2%	-1%	-7%	-0.5	-4%
COc1ccc(/C=C/C(=O)OCC(=O)c2ccccc2F)cc1	-8%	-4%	.	0%	.	.	.	.	1%
COc1ccc(C(=O)N2CCN(C(=O)c3ccco3)CC2)cc1OC	-22%	-6%	5%	27%	-11%	2%	12%	0.3	-3%
CCCOCCc1nnc(N)s1	0%	-6%	-9%	18%	-4%	-1%	-2%	0.2	0%
COc1ccc(C(=O)NCc2ccccn2)cc1[N+](=O)[O-]	3%	-14%	49%	40%[activator]	1%	-2%	-4%	-1.3	3%
CCCn1c(SCC(=O)c2cc(C)n(-c3cc(C)on3)c2C)n[nH]c1=O	-9%	-7%	.	13%	5%	.	.	-0.5	-10%
Cc1ccc(NC2CCCN(C(=O)c3snnc3C)C2)cc1C (stereo not drawn)	0%	-6%	6%	10%	-1%	3%	-10%	0.0	-11%
Cc1onc(-c2c(F)cccc2Cl)c1C(=O)NCCN1CCNC1=O	96%[activator]	-6%	13%	76%[activator]	4%	-3%	6%	0.1	?
CC(Oc1ccc(F)cc1)C(=O)Nc1cc(S(=O)(=O)N2CCOCC2)ccc1N1CCN(C)CC1 (stereo not drawn)	?	-10%	.	24%	-6%	.	.	0.3	-6%
Cc1cc(C)n(CCNC(=O)c2cc(COc3ccc(F)cc3Cl)on2)n1	-11%	-13%	1%	7%	-1%	-6%	-15%	-4.6	-8%
Cn1cc(C(=O)NC2C3CC4CC(C3)CC2C4)cn1 (stereo not drawn)	-1%	-20%	2%	-1%	3%	-1%	?	0.4	-1%
O=C(Nc1ccccc1N1CCN(C(=O)c2ccccc2)CC1)c1ccccc1Cl	4%	0%	-1%	30%	5%	-6%	-23%	-0.9	0%
O=C(COC(=O)c1ccncc1)Nc1ccccc1	11%	-8%	27%	152%[activator]	-2%	-5%	-7%	0.9	-5%
O=C(CSC(=S)N1CCCCC1)c1ccccc1	?	-17%	-6%	38%[activator]	6%	-3%	?	-1.0	2%
COc1ccccc1N1C(=O)c2ccc(C(=O)Nc3nccs3)cc2C1=O	-2%	-6%	24%	71%[activator]	-13%	3%	-4%	0.3	11%
CCNC(=O)C(=O)Nc1ccc([N+](=O)[O-])cc1	-2%	-11%	?	?	-5%	0%	0%	0.0	1%
CC(C)NCC(O)COc1ccc(Br)cc1 (stereo not drawn)	0%	-6%	7%	39%[activator]	1%	-1%	-3%	0.7	-1%
CCC(C)Oc1ccc(/C=C/c2[nH]c(=O)[nH]c(=O)c2[N+](=O)[O-])cc1OC (stereo not drawn)	-29%	-4%	4%	?	-5%	-8%	-8%	-0.2	15%

The closing 2 records of the section above come first, to join the parts.
SMILES	ALOX12 inh	POLK inh	POLB inh	Pol iota inh	ERG Ets-DNA blk	BLM inh	Anesthetic bind	TRHR ag	APEX1 inh
CC(C)NCC(O)COc1ccc(Br)cc1 (stereo not drawn)	0%	-6%	7%	39%[activator]	1%	-1%	-3%	0.7	-1%
CCC(C)Oc1ccc(/C=C/c2[nH]c(=O)[nH]c(=O)c2[N+](=O)[O-])cc1OC (stereo not drawn)	-29%	-4%	4%	?	-5%	-8%	-8%	-0.2	15%
CCN(CC)CCCNC(=O)/C(=C\c1cccn1C)NC(=O)c1cccs1	-3%	-15%	0%	147%[activator]	-16%	-5%	-12%	-1.5	8%
CCn1c(SCC(=O)N2c3ccccc3CCc3ccccc32)nc2c1c(=O)n(C)c(=O)n2C	13%	-12%	.	5%	1%	.	.	.	.
CCOC(=O)C1CCN(C/C=C/c2ccccc2)CC1	?	-14%	41%	49%[activator]	-2%	2%	2%	-0.1	19%
CC1CCCCN1C(=O)COc1ccc(NC(=O)c2ccco2)cc1 (stereo not drawn)	-5%	-6%	-11%	-5%	9%	-1%	?	-0.3	0%
CCCCOc1ccc(-c2nc(=S)[nH][nH]2)cc1	?	-10%	?	15%	3%	2%	-12%	0.1	-2%
O=C(CSCC(=O)Nc1cccc([N+](=O)[O-])c1)Nc1ccccc1	?	0%	-20%	6%	3%	-2%	-23%	-0.4	2%
COc1ccc(NC(=O)COC(=O)c2ccc3ccccc3n2)cc1OC	?	-6%	.	26%	6%	.	.	.	-13%
CC12CCC(=O)N1C(C(=O)OCC(=O)Nc1cccc(Br)c1)CS2 (stereo not drawn)	-14%	-4%	19%	-11%	1%	-7%	-22%	0.2	31%[activator]
COCCN(C(=O)c1cc(Cl)ccn1)c1c(N)n(Cc2ccccc2)c(=O)[nH]c1=O	-6%	1%	.	3%	65%[activator][15.4 µM]	.	.	0.5	2%
CCOc1cc(S(=O)(=O)N2CCOCC2)ccc1F	14%	-1%	-1%	13%	-6%	-1%	-1%	0.0	-3%
COc1ccc(-c2cc(C(=O)N/N=C/c3cccnc3)c3cc(C)cc(C)c3n2)cc1	0%	-16%	20%	14%	-10%	-6%	-19%	0.8	-3%
O=C1NCCNC1c1ccccc1 (stereo not drawn)	2%	-12%	.	14%	-7%	.	.	.	.
CC(=O)Nc1ccc(C(=O)NCCCSc2ccccc2)cc1	6%	1%	.	26%	-4%	.	.	.	.
CCOc1ccccc1NC(=O)CCCc1ccc(OC)c(C)c1	14%	7%	8%	-4%	-1%	-6%	0%	0.0	21%
COc1ccc(S(=O)(=O)NCC(=O)NCCc2ccc(OC)c(OC)c2)cc1	?	0%	.	-18%	-1%	.	.	.	.
CC(C)(C)c1ccc(Cn2c(Cc3ccccc3)nc3ccccc32)cc1	-18%	7%	11%	-2%	7%	-10%	78%[activator]	1.2	.
CCN(CC(=O)Nc1cc(Cl)ccc1C)C(=O)CN1C(=O)NC(CC)(c2ccccc2)C1=O (stereo not drawn)	-6%	-9%	.	5%	-12%	.	.	1.4	2%
CN(C)C(=O)NC1c2ccccc2-c2ccccc21	0%	-18%	31%	20%	-8%	1%	5%	0.2	40%
COc1ccc(NS(=O)(=O)c2cccc(C(=O)NNC(=O)CN3C(=O)NC(C)(C)C3=O)c2)cc1	16%	-7%	.	-15%	-1%	.	.	0.0	-1%

High-throughput results: PubChem BioAssay, National Center for Advancing Translational Sciences (NCATS)
